Apoferritin bind – qHTS Assay for Identification of Novel General Anesthetics. Potency, µM (doses to about 77.5 µM), without a hit: at the top dose activity change, negative = displacement, actives largely listed as inhibitors. Ferritin light chain (Equus caballus), P02791. apoferritin/1-aminoanthracene competitive binding, fluorescence. 0.074% of 350,000 active; active means well fitted inhibition curve with a large enough effect; inconclusive means small, poorly fitted or top-dose-only effect; inactive means no such curve, though single readings can be large or run the other way; further: nearly all actives have a fitted effect of over 20% in size
Target sequence (P02791 2-175 limits assumed): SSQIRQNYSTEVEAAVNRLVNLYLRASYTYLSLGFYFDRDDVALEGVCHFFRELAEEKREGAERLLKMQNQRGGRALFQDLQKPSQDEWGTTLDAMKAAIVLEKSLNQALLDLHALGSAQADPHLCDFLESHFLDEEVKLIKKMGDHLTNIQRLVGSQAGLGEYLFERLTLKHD
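Probe: 1-aminoanthracene (50% saturated, PBS). Protein: horse-spleen apoferritin, 10 uM. Incubation: 10 min, room temperature. Detection: 380 nm excitation, 535 nm emission. Analysis: normalized response, four-parameter Hill.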
Starred values were filed as active, the others as inactive; u = inconclusive; & = joins results of further samples; [ ] = remark or other dose. On the % scale 0 is the no-effect control and ±100 the full control effect; potency means the concentration at half of the fitted maximal effect. Not all compounds are listed. The share of hits here may be higher or lower than overall.

> NCC(N)C(=O)c1ccccc1 (centres undefined)
  Apoferritin bind: -9.7%

> Nc1ccc(-c2ccc(N)c(N)c2)cc1N
  Apoferritin bind: 2.8%

> COc1cc2c(c3oc4cccc(O)c4c(=O)c13)C1C=CO[C@@H]1O2 (some centres undefined)
  Apoferritin bind: -1.5%

> CCCCOCN(C(=O)CCl)c1c(CC)cccc1CC
  Apoferritin bind: 0.4%

> NC1=N[C@H](O)[C@H]2C3O[C@]4(O)O[C@H](C(O)[C@@]2(N1)[C@@H]4O)C3(O)CO (some centres undefined)
  Apoferritin bind: 6.1%

> COC1(C)CC(c2ccccc2)c2c(c3ccccc3oc2=O)O1 (centres undefined)
  Apoferritin bind: 4.5%

> CCC1C(C)=NN=C(c2ccc(OC)c(OC)c2)c2cc(OC)c(OC)cc21 (centres undefined)
  Apoferritin bind: -6.9%

> O=C(O)[C@H]1[C@H]2CN[C@H](C(=O)O)[C@H]21
  Apoferritin bind: 5.0%

> CCOP(=O)(OCC)Oc1ccc2ccc(=O)oc2c1
  Apoferritin bind: -0.8%

> C[C@H](N)C(=O)N[C@@H](C)C(=O)N[C@@H](Cc1ccccc1)C(=O)CCl
  Apoferritin bind: 4.3%

> CN(C)C1CSSSC1
  Apoferritin bind: -8.1%

> C=C1[C@@H]2C[C@@]3([C@H]1O)[C@H]1C[C@@H]4[C@@]5(C)CC[C@H](O)[C@]4([C@H]1N(CC)C5)[C@H]3C[C@H]2O
  Apoferritin bind: 10.7%[29.3 µM]

> c1ccc(-c2cc3c(nc2-c2ccccc2)CCNC3)cc1
  Apoferritin bind: 1.6%[15.3 µM]

> COC1=CC23CCCN2CCc2cc4c(cc2C3C1O)OCO4 (centres undefined)
  Apoferritin bind: -15.7%

> O=C1c2ccccc2-c2cccc3cccc1c23
  Apoferritin bind: 122.1%[activator]

> OC(c1ccc(Cl)cc1)(c1cncnc1)c1ccccc1Cl (centres undefined)
  Apoferritin bind: -9.8%

> CCCCC/C=C\C/C=C\C/C=C\C/C=C\CCCC(=O)NCc1ccoc1
  Apoferritin bind: -22.2%

> C[C@H]1CC[C@@H]2[C@@H](C)[C@H]3C(C[C@H]4C5CC[C@H]6C[C@@H](O)CC[C@]6(C)C5CC[C@]34C)N2C1 (some centres undefined)
  Apoferritin bind: -0.4%

> CC[C@]1(c2cccc(O)c2)CCCCN(C)C1
  Apoferritin bind: -5.1%[29.3 µM]

> CC(C)C[C@H]1C(=O)N2CCCC2[C@]2(O)O[C@](NC(=O)[C@@H]3C=C4c5cccc6[nH]c(Br)c(c56)C[C@H]4N(C)C3)(C(C)C)C(=O)N12 (some centres undefined)
  Apoferritin bind: -20.2%

> CN(C)C1C(=O)C(C(N)=O)=C(O)[C@@]2(O)C(=O)C3=C(O)c4c(O)ccc(Cl)c4[C@](C)(O)C3CC12 (some centres undefined)
  Apoferritin bind: -3.2%

> C[C@H](CCC(=O)O)C[C@H](C)C[C@H](C)C(=O)/C=C(\O)[C@H](C)C[C@H](C)C/C=C/[C@@H](C)[C@@H](O)[C@@H](C)[C@@H](O)C[C@@H]1CC[C@@](C)([C@H]2CC[C@@](C)([C@@H](C)O)O2)O1
  Apoferritin bind: -18.1%

> O=C1C=CC(=O)C(Cl)=C1
  Apoferritin bind: u

> C/C=C1\C[N@@+]2(C)CC[C@@]34C(=C(C=O)[C@H]1C[C@H]32)Nc1ccccc14
  Apoferritin bind: 7.1%[29.3 µM]

> C[C@@H]1O[C@H](O[C@H]2C[C@@H](O)[C@@]3(CO)[C@H]4[C@@H](O)C[C@]5(C)[C@@H](C6=CC(=O)OC6)CC[C@]5(O)[C@H]4CC[C@]3(O)C2)[C@@H](O)[C@H](O)[C@@H]1O
  Apoferritin bind: -3.6%[29.3 µM]

Among those listed so far, these have a COOH group.
> O=C(O)[C@H]1[C@H]2CN[C@H](C(=O)O)[C@H]21
  Apoferritin bind: 5.0%

> C[C@H](CCC(=O)O)C[C@H](C)C[C@H](C)C(=O)/C=C(\O)[C@H](C)C[C@H](C)C/C=C/[C@@H](C)[C@@H](O)[C@@H](C)[C@@H](O)C[C@@H]1CC[C@@](C)([C@H]2CC[C@@](C)([C@@H](C)O)O2)O1
  Apoferritin bind: -18.1%

Other structures:
> C[C@@H]1O[C@@H](O[C@H]2CC[C@@H](O[C@H]3[C@H](O)C[C@H](c4ccc5c(c4O)C(=O)C4=C(C5=O)[C@@]5(O)C(=O)C[C@](C)(O[C@H]6CC[C@H](O[C@H]7C=CC(=O)[C@H](C)O7)[C@H](C)O6)C[C@@]5(O)C=C4)O[C@@H]3C)O[C@H]2C)C=CC1=O
  Apoferritin bind: -23.8%

> C=C[C@H]1CN2CC[C@@H]1C[C@H]2[C@@H](O)c1ccnc2ccccc12
  Apoferritin bind: -4.4%&1.5%[29.3 µM]

> CCCCCCCCc1[se]c2ccccc2c1[Se]c1ccccc1
  Apoferritin bind: -13.4%

> F/C(COc1ccc2c(c1)[nH]c1ccccc12)=C1/CN2CCC1CC2
  Apoferritin bind: 3.9%

> C[C@H](N)[C@@H](O)c1ccccc1
  Apoferritin bind: 36.7%[activator][29.3 µM]

> CC(C)[C@H](NC(=O)[C@H](CCC(=O)O)NC(=O)[C@H](Cc1ccccc1)NC(=O)[C@@H](C)NC(=O)[C@@H](N)Cc1ccc(O)cc1)C(=O)N[C@H](C(=O)NCC(N)=O)C(C)C
  Apoferritin bind: -1.8%

> CC[C@H]1CN2CC[C@@H]1C[C@H]2[C@@H](O)c1ccnc2ccc(OC)cc12
  Apoferritin bind: -4.8%[29.3 µM]

> COC(=O)COc1ccc(Cl)cc1Cl
  Apoferritin bind: u

> CCCN1[C@@H]2C[C@@H](O)CC[C@@H]2C[C@H]1C(=O)OC
  Apoferritin bind: 1.4%

> O=c1ccc2c(O)c3ccoc3cc2o1
  Apoferritin bind: 35.2%[activator]

> CC(=O)O[C@H]1C2[C@@H](OC(=O)Cc3ccccc3)[C@@H](C)C[C@]2(OC(C)=O)C(=O)/C(C)=C/[C@@H]2[C@H](CC[C@@]13CO3)C2(C)C (some centres undefined)
  Apoferritin bind: -9.5%

> CC(=O)OCC1=C(C(=O)O)N2C(=O)[C@@H](N)[C@@H]2SC1
  Apoferritin bind: -3.4%[29.3 µM]

> Cc1cc(SCc2sc(-c3ccc(C(F)(F)F)c(F)c3)nc2C)ccc1OCC(=O)O
  Apoferritin bind: -17.5%&-15.2%

> CC1(C)C(=O)[C@@H]2OC2[C@@]2(C)C1CC(O)[C@]1(C)C2CC[C@@]2(C)C(c3ccoc3)OC(=O)C3OC312 (some centres undefined)
  Apoferritin bind: -8.9%

> CC(C)C1C(=O)N2CCC[C@H]2[C@]2(O)O[C@](NC(=O)[C@@H]3C=C4c5cccc6[nH]cc(c56)C[C@H]4N(C)C3)(C(C)C)C(=O)N12 (some centres undefined)
  Apoferritin bind: -2.1%

> CCC(C)C(=O)OC1C(O)C2C(CN3CC(C)CCC3[C@]2(C)O)C2C[C@]34O[C@@]5(O)C(OC(=O)C(C)(O)CC)CCC3(C)C5C(OC(C)=O)C(OC(C)=O)C4[C@@]21O (some centres undefined)
  Apoferritin bind: -5.2%

> CC(C)[C@@]1(NC(=O)[C@H]2CC3c4cccc5[nH]cc(c45)C[C@H]3N(C)C2)O[C@@]2(O)C3CCCN3C(=O)[C@@H](Cc3ccccc3)N2C1=O (some centres undefined)
  Apoferritin bind: -1.3%&-5.7%

> CC(=O)CC(c1ccccc1)c1c(O)c2ccc(O)cc2oc1=O (centres undefined)
  Apoferritin bind: -8.2%

> COC(=O)[C@@]1(Cc2ccccc2)[C@H]2c3cc(C(=O)N(C)C)n(C)c3C[C@H]2CN1C(=O)c1ccccc1
  Apoferritin bind: 5.7%

> C=C(C)[C@]12C[C@@H](C)[C@@]34OC(Cc5ccccc5)(O[C@@H]1[C@@H]3C=C(COC(=O)Cc1cc(I)c(O)c(OC)c1)C[C@]1(O)C(=O)C(C)=C[C@@H]41)O2
  Apoferritin bind: -14.0%

> CC(C)(C)OC(=O)C(Br)CCBr (centres undefined)
  Apoferritin bind: -1.5%

> C=C1C2CC[C@@]3(C)C(c4ccoc4)OC(=O)C[C@@]13OC1CC(=O)C(C)(C)C(C(OC(C)=O)C(=O)OC)[C@@]12C (some centres undefined)
  Apoferritin bind: -3.6%

> CC(C)C[C@H](NC(=O)[C@H](Cc1ccccc1)NC(=O)CNC(=O)[C@@H](NC(=O)[C@@H](N)Cc1ccc(O)cc1)[C@H](C)O)C(=O)N[C@H](C(=O)O)[C@H](C)O
  Apoferritin bind: -16.1%

> CN1CCC2=C[C@H](O)[C@@H]3OC(=O)c4cc5c(cc4[C@H]3[C@H]21)OCO5
  Apoferritin bind: -1.8%[29.3 µM]

> COc1ccc(CCN)cc1
  Apoferritin bind: -4.6%

Part of the list above in order of molecular weight, lowest first:
> CC(=O)OCC1=C(C(=O)O)N2C(=O)[C@@H](N)[C@@H]2SC1
  Apoferritin bind: -3.4%[29.3 µM]

> C=C[C@H]1CN2CC[C@@H]1C[C@H]2[C@@H](O)c1ccnc2ccccc12
  Apoferritin bind: -4.4%&1.5%[29.3 µM]

> CC(=O)CC(c1ccccc1)c1c(O)c2ccc(O)cc2oc1=O (centres undefined)
  Apoferritin bind: -8.2%

> C=C1C2CC[C@@]3(C)C(c4ccoc4)OC(=O)C[C@@]13OC1CC(=O)C(C)(C)C(C(OC(C)=O)C(=O)OC)[C@@]12C (some centres undefined)
  Apoferritin bind: -3.6%

> CCC(C)C(=O)OC1C(O)C2C(CN3CC(C)CCC3[C@]2(C)O)C2C[C@]34O[C@@]5(O)C(OC(=O)C(C)(O)CC)CCC3(C)C5C(OC(C)=O)C(OC(C)=O)C4[C@@]21O (some centres undefined)
  Apoferritin bind: -5.2%

More results:
> O=C(CS(=O)C(c1ccccc1)c1ccccc1)NO (centres undefined)
  Apoferritin bind: -2.1%

> O=C(O)CCC(CP(=O)(O)O)C(=O)O (centres undefined)
  Apoferritin bind: -0.2%

> CCCCCCCCCC[n+]1cccc([C@@H]2CCCN2C)c1
  Apoferritin bind: -9.5%

> CC1=C2C(=O)C3C(CC=C4C[C@@H](O)CC[C@@]43C)[C@@H]2CC[C@]12O[C@@H]1C[C@H](C)CN[C@H]1C2C (some centres undefined)
  Apoferritin bind: -9.3%

> COC1C(O)C(C)O[C@@H](OC2CC[C@@]3(C)C4CC[C@]5(C)C(C6=CC(=O)OC6)CC[C@@]5(O)C4CC[C@@H]3C2)C1O (some centres undefined)
  Apoferritin bind: -3.6%

> CCOP(=S)(OCC)SCSc1ccc(Cl)cc1
  Apoferritin bind: 5.4%

> CCCCC/C=C\C/C=C\C/C=C\C/C=C\CCCC(=O)N(Cc1ccc(O)c(Cl)c1)Cc1ccc(O)c(Cl)c1
  Apoferritin bind: -18.5%

> CNC(C)[C@@H](O)c1ccccc1 (some centres undefined)
  Apoferritin bind: 6.4%

> C[C@H]1CC[C@@]2(NC1)O[C@@H]1C[C@H]3[C@@H]4CC=C5C[C@@H](O)CC[C@]5(C)[C@@H]4CC[C@]3(C)[C@@H]1[C@@H]2C
  Apoferritin bind: -9.7%[29.3 µM]

> CCN(CC)/[N+]([O-])=N/O
  Apoferritin bind: -0.1%

> Cn1c2c(c3ccccc31)CCNCC2
  Apoferritin bind: -16.0%

> c1ccc2sc(C3(NCC4CC4)CCCCC3)cc2c1
  Apoferritin bind: -10.4%

> C[C@@H]1CC([C@H](O)CC2CC(=O)NC(=O)C2)C(=O)[C@@H](C)C1 (some centres undefined)
  Apoferritin bind: -15.9%

> COC(=O)C1(C)C=C2C(=C(C)C(=O)C2C)CN1 (centres undefined)
  Apoferritin bind: -14.1%

> CCCCC/C=C\C/C=C\C/C=C\C/C=C\CCCC(=O)NCCO
  Apoferritin bind: u

> CNC(C)[C@H](O)c1ccccc1 (some centres undefined)
  Apoferritin bind: 0.8%

> O=C1NC(=O)C(=O)C(=O)N1
  Apoferritin bind: -14.7%

> CCN1C[C@@]2(COC)CC[C@H](O)[C@@]34[C@@H]2C[C@@H]([C@@H]13)[C@]1(O)C[C@@H](OC)C2C[C@H]4[C@H]1[C@H]2OC(C)=O
  Apoferritin bind: -4.6%[29.3 µM]

> CC(C)n1cnc2c(C(=O)N[C@H]3CN4CCC3CC4)cc(Cl)cc21
  Apoferritin bind: -20.6%

> COc1cc2c3cc1Oc1c(OC)c(OC)cc4c1C(Cc1cccc(c1)Oc1ccc(c(O)c1)CC3N(C)CC2)N(C)CC4 (centres undefined)
  Apoferritin bind: 564.4%[activator]

> O=C(NC(=O)c1ccccc1Cl)Nc1ccc(OC(F)(F)F)cc1
  Apoferritin bind: -3.9%

> CC(=O)Nc1c2sscc-2n(C)c1=O
  Apoferritin bind: 0.8%

> COC(=O)C1C(c2ccccc2)C2C(=O)c3c(OC)cc(OC)cc3O[C@@]12c1ccc(OC)cc1 (some centres undefined)
  Apoferritin bind: -16.8%[15.3 µM]

> CCN(CC)C(=O)N[C@@H]1C[C@@H]2c3cccc4[nH]cc(c34)C[C@H]2N(C)C1
  Apoferritin bind: -5.0%

> COC(=O)CCCc1[se]c2ccccc2c1I
  Apoferritin bind: -19.2%[110 µM]

> CCCN(CCC)[C@@H]1CCc2c(OC)cccc2[C@@H]1C
  Apoferritin bind: 1.6%

> N#CC(C#N)=NNc1ccc(OC(F)(F)F)cc1
  Apoferritin bind: u

> CN(C(=O)Cc1ccccc1)[C@H](CN1CCCC1)c1ccccc1
  Apoferritin bind: 3.4%
